VHR inh abs = inhibitors of human VHR1 phosphatase (DUSP3) | P51452 | 290,000 compounds, 0.52% hits | recombinant VHR phosphatase, pNPP absorbance | inhibition, % at 13.3 µM | AID 1654; in the data active = inhibition above about 50%; also: some compounds called inactive have numbers as strong as hits
Target sequence (P51452 whole entry, looked up): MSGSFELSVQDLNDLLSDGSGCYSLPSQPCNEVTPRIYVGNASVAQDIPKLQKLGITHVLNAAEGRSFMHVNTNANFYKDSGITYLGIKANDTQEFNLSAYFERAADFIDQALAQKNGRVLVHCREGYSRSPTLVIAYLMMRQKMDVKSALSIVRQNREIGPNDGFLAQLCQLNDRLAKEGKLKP
SARS 3CLpro inh = SARS-CoV 3CLpro protease inhibition; inhibition, % at 6 µM; 290,000 compounds, 0.14% hits; P0C6X7; recombinant SARS-CoV 3CLpro, quenched FRET peptide cleavage; in the data active = inhibition above about 12%
PriA SSB inh = K. pneumoniae PriA-SSBct interaction inhibition. inhibition, % at 33 µM. AlphaScreen SSBct-PriA binding, biotinylated peptide. 430,000 compounds, 0.6% hits; in the data active = inhibition mostly above about 37%, no sharp cut-off; inactive = mostly below about 20%;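 also: plate controls were negative control peptide for no effect and reference peptide for full effect; strong numbers were not always called active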
Rv3671c inh = inhibitors of M. tuberculosis serine protease Rv3671c; inhibition, % at 5.96 µM; 320,000 compounds, 0.048% hits; in the data active = inhibition above about 38%;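 also: extracellular domain of Rv3671c used as enzyme; 0% = enzyme with DMSO and 100% = no enzyme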
Target sequence (P9WHR9 whole entry, looked up, the tested form may be a part): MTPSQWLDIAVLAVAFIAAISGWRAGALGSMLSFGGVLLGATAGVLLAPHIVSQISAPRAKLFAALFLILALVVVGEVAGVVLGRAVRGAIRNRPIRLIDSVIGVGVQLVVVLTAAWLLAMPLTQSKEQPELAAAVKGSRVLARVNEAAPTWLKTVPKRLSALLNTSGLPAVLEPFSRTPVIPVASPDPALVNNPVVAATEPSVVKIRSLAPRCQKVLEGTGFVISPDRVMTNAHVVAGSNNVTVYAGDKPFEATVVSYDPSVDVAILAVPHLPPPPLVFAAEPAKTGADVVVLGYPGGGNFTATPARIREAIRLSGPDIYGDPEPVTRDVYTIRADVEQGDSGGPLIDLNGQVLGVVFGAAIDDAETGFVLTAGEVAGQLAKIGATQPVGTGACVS
MazF activator = activators of E. coli MazEF toxin-antitoxin RNase. 350,000 compounds, 0.32% hits. activation, % at 20 µM. P0AE70. FAM/BHQ RNA-DNA oligo cleavage fluorescence, 5 h; in the data active = activation above about 50%
Target sequence (P0AE70 whole entry, looked up): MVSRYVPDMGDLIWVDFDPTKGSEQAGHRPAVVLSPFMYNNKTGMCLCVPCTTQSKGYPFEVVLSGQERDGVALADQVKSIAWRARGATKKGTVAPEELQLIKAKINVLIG
PrPC surface inh = reduces human prion protein on the cell surface; P04156; cell surface PrPC, TR-FRET read-out; inhibition, % at 13.8 µM; 370,000 compounds, 0.43% hits; AID 720596; in the data active = inhibition above about 24%; also: 0% = median of the test wells and 100% = reference compound wells
TcdB GH inh = inhibitors of Clostridioides difficile toxin B glycohydrolase. P18177. TcdB glycohydrolase enzymatic assay, plate reader. inhibition, % at 9.99 µM. 350,000 compounds, 0.24% hits; in the data active = inhibition above about 10%
Vc quorum ag = inducers of Vibrio cholerae quorum light production without autoinducers. 350,000 compounds, 0.16% hits. V. cholerae BH1578 lux reporter, luminescence, 6 h. activation, % at 18.7 µM; in the data active = activation mostly above about 9.7%, no sharp cut-off; also: not every result past the cut was called active; inactives centre near 0; reference of the scale not given here
CCHFV vOTU inh = blocks the CCHF virus ovarian tumor domain protease | CCHFV vOTU protease, Pep-AMC fluorescence | inhibition, % at 11.5 µM | 370,000 compounds, 0.55% hits; in the data active = inhibition above about 30%; also: 0% = vehicle wells with enzyme and 100% = no enzyme wells
Yp Topo-I inh = Y. pestis Topo-I inhibition via cleavage products. activity, % at 10 µM. 360,000 compounds, 0.064% hits. Y. pestis Topo-I cleavage product accumulation, plate reader. AID 504884; in the data active = activity above about 50%, passing the limit was not always enough; also: inactives centre near 2
Active calls of the source: *; i = inactive; . = not tested or not shown; & = joins results of further samples. Some of the compounds tested; count on the stated rates, not on these rows.

SMILES	VHR inh abs	SARS 3CLpro inh	PriA SSB inh	Rv3671c inh	MazF activator	PrPC surface inh	TcdB GH inh	Vc quorum ag	CCHFV vOTU inh	Yp Topo-I inh
CC(C)(C)c1ccc(C(=O)NCC(=O)N/N=C/c2ccccc2OCC(=O)O)cc1	32	4	.	4	7	2	0.5	i	-5	6
Cc1ccccc1Nc1nc(N)nc(C)c1Br	.	.	0	.	2	-2	2.7	i	0	12
CN1OC[C@@H]2CN[C@H](c3cccc(-c4cc(Cl)cc(Cl)c4)c3)C[C@@H]21	.	.	0	.	-4	-6	0.6	-0.2	20	7
COC(=O)c1scc(C#N)c1N/N=C(\C#N)S(=O)(=O)c1ccc(Cl)cc1	14	-2	.	6	0	2	1.1	i	-1	8
O=C(COC(=O)CNC(=O)c1ccccc1Cl)Nc1ccccc1Cl	.	.	-2	0	9	2	3.7	i	-2	-5
O=C(CCn1c(=O)sc2ccccc21)NCc1ccccc1	29	-2	-2	0	-3	-1	2.0	-0.2	14	4
COc1ccc(NC(=O)/C(=C\c2ccc3c(c2)OCO3)NC(C)=O)cc1	-13	2	5	2	3	-2	.	-1.7	9	6
CCCCNC(=O)c1ccccc1NC(=O)C1=C(C)OCCS1	22	-2	-12	-1	8	9	-0.5	i	-4	-4
COc1cc2c(cc1OC)C(c1cccs1)N(C(=O)c1cccc(S(=O)(=O)N(C)C)c1)CC2 (configuration not stated)	-8	4	2	3	-14	-3	-2.2	-0.7	-4	24
Cc1ccc(Cl)cc1N1CCN(C(=O)CN(c2ccccc2)S(=O)(=O)N(C)C)CC1	8	3	-6	2	0	7	1.4	-0.4	-5	20
CCOC(=O)/C=C1\SCC(=O)N1CC(=O)NCc1ccc(OC)c(OC)c1	11	0	-8	2	7	3	-2.0	i	0	2
Cc1cccc([C@@H]2[C@@H]3C(=O)N(Cc4ccccc4)C(=O)[C@@H]3[C@]3(Cc4ccc(Cl)cc4)C(=O)N(c4cccc(Cl)c4)C(=O)N23)c1	.	.	4	-1	-4	0	0.1	i	6	-7
CCC[C@@H](CNC)NC[C@H](Cc1ccccc1)NCCCCc1ccccc1	29	0	1	-1	16	-8	0.4	i	3	-6
CCOC(=O)CCc1c(C)nc(SCC(=O)O)c(C#N)c1C	23	1	0	1	2	-4	.	3.7	-1	3
Cc1ccc(OP(N)(=O)Oc2ccc(C)cc2)cc1	17	6	0	1	2	5	1.0	1.7	0	1
COc1cccc(C=Nc2ccc(C)c(F)c2)c1O	-11	-2	10	0	1	5	.	-0.2	-26	2
COCCn1c(=NC(=O)c2cc3ccccc3oc2=O)sc2cc(S(N)(=O)=O)ccc21	11	2	-9	-3	27	3	.	0.1	0	1
O=C(c1ccc(Cl)cc1)c1cnc(-c2ccccc2)s1	27	2	-6	.	-4	3	.	-0.3	-2	11
O=C(NCCCN1CCCC1=O)c1ccc(Cl)c(S(=O)(=O)N2CCCCC2)c1	.	.	-1	-8	6	0	-1.3	i	-3	4
COc1ccc(NC(=O)CCC(=O)c2ccc(C(C)C)cc2)cc1	5	7	-8	.	-5	8	-0.5	i	-3	15
Cc1ccc(-c2nc(S(=O)(=O)c3ccc(F)cc3)c(SCC(=O)NCC3CCCO3)o2)cc1 (configuration not stated)	-5	-6	3	0	-5	-2	.	-11	12	-2
CN(C)c1ccc(/C=N/NC(=O)CCc2c[nH]c3ccccc23)cc1	5	2	.	2	6	2	-0.1	-0.3	-17	0
COc1ccc(/C=C/C(=O)NC(=S)NNC(=O)Cc2cccs2)cc1	17	6	0	-5	-11	1	.	i	9	14
CN1C(=O)c2ccccc2Sc2ccc(C(=O)N3CCC4(CC3)OCCO4)cc21	27	-13	-8	6	1	1	.	i	-7	6
COc1ccccc1N1C(=NC(=O)CCc2ccccc2)SC2CS(=O)(=O)CC21 (configuration not stated)	6	-5	-13	6	4	-4	1.4	-0.7	2	1
O=C(Cn1c(=O)c2cccn2c2ccc(F)cc21)NCCCN1CCN(c2ccccc2F)CC1	10	-4	19	-8	-1	-1	-0.9	-0.5	1	9
c1ccc(SCc2nc3ccccc3[nH]2)cc1	25	0	-7	-4	3	7	.	0.6	-2	-6
O=C(NC1CCCc2ccccc21)c1cccnc1 (configuration not stated)	32	-1	-26	4	0	-5	.	i	4	-4
O=C(Cn1cnc2ccccc2c1=O)c1cccs1	23	-2	-6	-5	-11	-3	.	-12	-1	-1
O=C(Cn1cnc2ccc(Br)cc2c1=O)c1cccs1	35	-1	-7	-7	-6	.	.	-0.7	.	-6
CC(Oc1cccnc1[N+](=O)[O-])C(=O)Nc1cccc(Cl)c1 (configuration not stated)	.	.	4	-9	1	-9	-0.1	i	-6	-7
O=C(O)CCCCCNC(=O)c1ccccc1Br	12	0	2	-2	4	-2	.	2.2	-11	4
COc1ccc(-c2noc(N3CCC(C(=O)Nc4ccccc4OC)CC3)n2)cc1	-2	6	-2	0	2	-3	0.3	0.3	1	12
CN(C)S(=O)(=O)c1ccc(C(=O)NCc2nnc(SCC(=O)Nc3ccc(F)cc3)n2-c2ccc(F)cc2)cc1	11	-3	-10&-2	-5	4	-4	.	-0.5	13	16
O=C(NCCN1CCCC1=O)C1CCC(=O)N(CCc2cccc(F)c2)C1 (configuration not stated)	36	-4	0	3	2	-6	1.1	-0.1	4	15
Cc1cccn2c(=O)nc(SCC(=O)NCc3ccco3)nc12	.	.	4&-9	7	2	-2	-1.5	0.5	2	-8
Cn1nc(Cc2n[nH]c(=S)n2C)c2ccccc2c1=O	2	3	-7	-4	9	-7	-1.1	-0.5	0	2
CCCC(=O)Nc1ccc2c(c1)nc(CCN1CCN(c3ccccn3)CC1)n2C	2	0	2	.	11	-6	-5.1	i	-2	4
COC(=O)C1=C(O)/C(=C\c2ccc(CNC(=O)C(=O)Nc3ccc(C)c(C)c3)o2)N=C1C	32	-2	1	1	-1	-2	.	-1.3	15	-4
O=C(CCNS(=O)(=O)c1ccc2[nH]c(=O)oc2c1)Nc1cccc(Br)c1	17	-5	-14	3	15	-1	-1.3	-0.2	2	4

Three entries from above, ordered by SMILES length, rising.
SMILES	VHR inh abs	SARS 3CLpro inh	PriA SSB inh	Rv3671c inh	MazF activator	PrPC surface inh	TcdB GH inh	Vc quorum ag	CCHFV vOTU inh	Yp Topo-I inh
Cn1nc(Cc2n[nH]c(=S)n2C)c2ccccc2c1=O	2	3	-7	-4	9	-7	-1.1	-0.5	0	2
CN1C(=O)c2ccccc2Sc2ccc(C(=O)N3CCC4(CC3)OCCO4)cc21	27	-13	-8	6	1	1	.	i	-7	6
Cc1ccc(Cl)cc1N1CCN(C(=O)CN(c2ccccc2)S(=O)(=O)N(C)C)CC1	8	3	-6	2	0	7	1.4	-0.4	-5	20

Complete entries, looked up by structure. Values in the order: VHR inh abs | SARS 3CLpro inh | PriA SSB inh | Rv3671c inh | MazF activator | PrPC surface inh | TcdB GH inh | Vc quorum ag | CCHFV vOTU inh | Yp Topo-I inh
CCCC(=O)Nc1ccc2c(c1)nc(CCN1CCN(c3ccccn3)CC1)n2C in the list: 2 | 0 | 2 | . | 11 | -6 | -5.1 | i | -2 | 4
CN(C)S(=O)(=O)c1ccc(C(=O)NCc2nnc(SCC(=O)Nc3ccc(F)cc3)n2-c2ccc(F)cc2)cc1 in the list: 11 | -3 | -10&-2 | -5 | 4 | -4 | . | -0.5 | 13 | 16
COC(=O)c1scc(C#N)c1N/N=C(\C#N)S(=O)(=O)c1ccc(Cl)cc1 in the list: 14 | -2 | . | 6 | 0 | 2 | 1.1 | i | -1 | 8

The listing picks up, repeating the 2 entries before the break.
SMILES	VHR inh abs	SARS 3CLpro inh	PriA SSB inh	Rv3671c inh	MazF activator	PrPC surface inh	TcdB GH inh	Vc quorum ag	CCHFV vOTU inh	Yp Topo-I inh
COC(=O)C1=C(O)/C(=C\c2ccc(CNC(=O)C(=O)Nc3ccc(C)c(C)c3)o2)N=C1C	32	-2	1	1	-1	-2	.	-1.3	15	-4
O=C(CCNS(=O)(=O)c1ccc2[nH]c(=O)oc2c1)Nc1cccc(Br)c1	17	-5	-14	3	15	-1	-1.3	-0.2	2	4
CCCCCn1c(CN2CCN(c3cccc(Cl)c3)CC2)nc2c1c(=O)[nH]c(=O)n2C	40	3	0	-7	-2	-4	.	-0.9	-7	9
CC(C)CN(C(=O)COC(=O)CCC(=O)c1ccc(Cl)cc1)c1c(N)n(Cc2ccccc2)c(=O)[nH]c1=O	.	.	-3	0	-14	-3	3.3	i	3	13
COc1ccc(-c2cnnn2-c2ccc(NC(=O)/C=C/c3ccc(OC)c(OC)c3)cc2)cc1	-15	-2	-6	-235	-6	2	0.4	-0.4	-15	3
O=C(CSc1ccccc1)Nc1nc2ccccc2[nH]1	26	-1	-4	-8	5	7	.	-0.1	5	2
COc1cc2c(cc1OC)C(c1ccccc1O)N(C1CC(=O)N(c3ccccc3)C1=O)CC2 (configuration not stated)	17	-3	-13	1	7	-1	.	-0.2	16	4
COc1cccc(CNC(=O)C2Cc3cc(S(=O)(=O)N4CCCC4)ccc3N2C(C)=O)c1OC (configuration not stated)	6	5	-4	0	5	-1	0.0	i	4	-2
COc1cccc(C2CC(c3cccs3)=NN2C(=O)CSc2nc3ccccc3o2)c1OC (configuration not stated)	19	-1	-5	-3	-10	-4	.	-0.1	-7	29
N#CCC(=O)N/N=C/c1ccc(OS(=O)(=O)c2ccccc2)cc1	9	-2	.	-32	-3	-9	.	.	-1	1
CC(Cc1ccc(Cl)cc1)N1CCC(n2nccc2NC(=O)C2CCCC2)CC1 (configuration not stated)	-4	1	-3	3	-4	2	0.2	-0.3	5	5
CC1Cc2ccccc2N1C(=O)C1CCCN(S(=O)(=O)c2cccc3cccnc23)C1 (configuration not stated)	15	-3	11	-3	-11	0	1.8	-0.9	2	15
Cc1cc2c(=O)n(Cc3ccco3)c(SCC(=O)NCc3ccco3)nc2s1	8	-4	-7	-3	4	-16	.	-6.2	25	0
COc1ccc(C(=O)NC(C)CCCC(C)(C)O)cc1OC1CCN(C(C)=O)CC1 (configuration not stated)	25	3	-6	.	-9	9	1.6	-0.2	11	1
Cc1nnc(SCC(=O)Nc2ncc(S(=O)(=O)c3ccc([N+](=O)[O-])cc3)s2)s1	-2	6	-10	8	16	3	.	-0.2	4	8
O=C(N/N=C/c1ccc2c(c1)OCO2)c1cccnc1	8	-2	.	-17	6	0	-2.1	i	7	1
COc1ccc2c(c1)C1=NN(/C(C)=C\C(C)=O)C(c3ccccc3)C1CC2 (configuration not stated)	12	-1	0	-11	-10	3	.	i	7	-11
NC(=O)NC(=O)COC(=O)c1ccc2c(c1)C(=O)N(Cc1ccccc1)C2=O	19	2	6	4	-7	-1	1.3	i	-7	-5
O=C(CC(=O)c1ccccc1)Nc1cccc([N+](=O)[O-])c1	.	.	.	.	6	3	0.0	i	15	-14
S=C(NCc1ccncc1)Nc1ccc(Cl)cc1	2	-2	6	2	-7	7	1.2	-0.4	-9	-2
COc1ccc(CNC(=O)c2cc(S(=O)(=O)N3CCCCC3)ccc2Cl)cc1OC	.	.	-2	-2	-7	21	1.0	i	6	3
COc1cc(C(=O)NC(=S)NNC(=O)[C@H]2C[C@@H]2c2ccccc2)cc(OC)c1OC	18	-1	-17	4	-1	0	0.0	-1.9	8	-2
CCOc1ccc(N2C(=O)CC(N3CCN(c4ccccc4OC)CC3)C2=O)cc1 (configuration not stated)	-7	0	0	9	-8	3	1.2	i	0	1
CC(OC(=O)CNS(=O)(=O)/C=C/c1ccccc1)C(=O)Nc1ccc(S(=O)(=O)N2CCCC2)cc1 (configuration not stated)	0	-6	10	5	6	5	.	-0.2	-6	18
CCOC(=O)C1CCN(c2cc3c(cc2NC(=O)c2ccc(F)cc2)n(C)c(=O)n3C)CC1	-13	0	3	6	10	-2	0.5	i	4	8
COc1ccc(C(=O)OCC(=O)N(C)C2CCS(=O)(=O)C2)cc1Br (configuration not stated)	.	.	4	6	4	1	0.4	0.1	1	4
CCN1C(=O)[C@H]2[C@@H](c3ccc(-c4cccc(Cl)c4)c(OC)c3)N3CCCC[C@@]3(C(=O)OC)[C@H]2C1=O	.	.	-9	-5	0	3	0.6	-0.3	3	-1
Cc1ccc(S(=O)(=O)NC2CC2)cc1[N+](=O)[O-]	6	1	0	6	6	-6	0.8	-0.4	9	9
CCN(CC)CCNCc1cc(Cl)ccc1OCc1ccccc1F	31	3	-4	4	-1	-10	0.9	-0.1	-12	-1
c1ccc(-c2nnc(-c3ccccn3)nn2)nc1	.	.	68*	1	-11	-5	-0.5	0.0	-5	3
